Spn PMK inh – blocks S. pneumoniae phosphomevalonate kinase; purified PMK, PK/LDH-coupled NADH absorbance 340 nm; inhibition, % at 10 µM; actives 0.49% (n = 65,000); AID 539;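 active = top-ranked compounds by inhibition in the single 10 µM screen, taking a fixed number of the strongest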;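 note: 0% = full reaction with DMSO carrier and 100% = background rate without enzyme reaction; no value below 0 was filed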
TNAP inhibition – inhibition of tissue-nonspecific alkaline phosphatase – biochemical, luminescent (AID 518) | purified TNAP enzyme, luminescent substrate readout; higher % means a stronger effect | one-dose inhibition, % at 20 µM; IC50 in µM for titrated hits | actives 0.09% (n = 64,000); in the data active = a potency from the dose series; inactive = the rest, 99 in 100 with inhibition below about 22%;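 note: plate controls were vehicle for no effect and reference inhibitor for full effect; many of its hits are not listed in these tables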
Bfl-1 inhibitors – displacement of Bid BH3 peptide from Bfl-1 – biochemical, fluorescence polarization, FITC-Bid, mouse, primary screen (AID 432); FITC-Bid BH3 peptide fluorescence polarization displacement; higher % means a stronger effect; one-dose displacement, % at 20 µM; IC50 in µM for titrated hits; actives 0.02% (n = 64,000); in the data active = a potency from the dose series; inactive = the rest, 99 in 100 with displacement below about 15%; note: strong numbers were not always called active
MK inhibit – inhibitors of Streptococcus pneumoniae mevalonate kinase | inhibition, % at 10 µM | purified MK, PK/LDH-coupled NADH absorbance 340 nm | AID 555 | actives 0.48% (n = 65,000);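 active = ranked among the strongest by inhibition in the single 10 µM screen, a fixed top-ranked set picked for dose follow-up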; note: no value below 0 was filed
LYP inhibition – inhibition of human PTPN22 tyrosine phosphatase – biochemical, DiFMUP fluorescence, recombinant catalytic domain, 10 µM, primary screen (AID 606); recombinant LYP catalytic domain, DiFMUP fluorescence; higher % means a stronger effect; one-dose inhibition, % at 10 µM; IC50 in µM for titrated hits; 52,000 tested, under 10 active;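 active = IC50 under 40 µM in the dose-response test; inactive = IC50 of 40 µM or more, or never dose-tested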
KRASV12 cytotoxicity – cytotoxicity in KRAS-transformed pancreatic duct cells, primary screen, cell-based, fluorescence, HTS (AID 431) | actives 1.7% (n = 63,000) | HPDE-C7K KRASV12 cells, Alamar Blue viability, 48 h; higher % means a stronger effect | cytotoxicity, % at 10 µM, or EC50 in µM where a hit was titrated;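 active = compounds whose percent cytotoxicity in the single-dose primary screen, scaled between solvent and toxic-drug controls, exceeds 50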;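 note: 0% = DMSO solvent wells and 100% = doxorubicin-treated wells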
Spn DPM-DC inh – S. pneumoniae DPM-DC inhibition. calls only at 10 µM. purified DPM-DC, PK/LDH coupled NADH fluorescence. actives 0.49% (n = 65,000);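 active = the 320 compounds with the highest percent inhibition in the single-dose primary screen, excluding strongly autofluorescent ones, cut at about 32% in these data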;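 note: kinetic rate of NADH fluorescence loss reporting ADP formed by the decarboxylase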
HPDE-C7 viability – cytotoxicity in HPDE-C7 cells, cell-based, fluorescence, HTS (AID 430); HPDE-C7 pancreatic duct cells viability, fluorescence; higher % means a stronger effect; actives 1.8% (n = 63,000); one-dose cytotoxicity, % at 10 µM; EC50 in µM for titrated hits;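 note: cells exposed to compound for 48 hours before viability readout; 0% = vehicle and 100% = reference cytotoxic drug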
HT1080 viability – HT1080 cell viability loss – fluorescence readout (AID 620); cytotoxicity, % at 10 µM; hits with a dose series show EC50 in µM; actives 0.42% (n = 87,000); HT1080 viability, fluorescence; higher % means a stronger effect;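 note: cells exposed to compound overnight then 4 h with Alamar Blue; 0% = vehicle DMSO and 100% = killing control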
Spn PMK inh pilot replicates – recorded beside Spn PMK inh, whose call it bears; inhibition, %; measured here: pilot screen replicates
MK inhibit pilot replicates – also measured in MK inhibit; calls as there; inhibition, %; measured here: pilot screen replicates
Spn DPM-DC inh pilot screen % – further read-out of Spn DPM-DC inh, marked with its call; inhibition, %; measured here: pilot screen trials
* = called active by the depositor; i = inactive; x = no result given. Cut-off read from the data, not from the text of the source, unless noted: active = cytotoxicity above about 50%; inactive = the rest.

SMILES	Spn PMK inh	TNAP inhibition	Bfl-1 inhibitors	MK inhibit	LYP inhibition	KRASV12 cytotoxicity	Spn DPM-DC inh	HPDE-C7 viability	HT1080 viability	others
O=C(CN1C(=O)NC2(CCc3ccccc32)C1=O)c1ccc2c(c1)OCCO2 (stereo not drawn)	16	x	x	4	-2%	x	i	x	5%
COc1cc(OC)c(-c2nnc(-c3ccc(OC)c(OC)c3OC)o2)cc1OC	19	-5%	2%	7	x	13%	x	5%	0%
O=C(NC(Cc1c[nH]c2ccccc12)c1nnc2n1CCCCC2)c1cccs1 (stereo not drawn)	9	6%	0%	7	3%	-15%	i	-4%	-10%
COc1cccc(-n2nnc3c(=O)n(Cc4c(F)cccc4Cl)cnc32)c1	9	x	x	6	-3%	x	i	x	-2%
CCn1cc(SCC(N)=O)c2ccccc21	7	2%	-4%	5	0%	4%	i	0%	1%
O=C(NCCc1ccccc1)C1CCCN(S(=O)(=O)c2cnc[nH]2)C1 (stereo not drawn)	11	8%	-4%	5	x	6%	i	7%	-6%
O=C(CSc1nnc(-c2cccnc2)n1CCc1ccccc1)N1CCCCC1	1	4%	-4%	10	x	-3%	i	-14%	-8%
O=C(COc1ccc(Br)cc1)Nc1ccc(-c2nnc(-c3ccco3)o2)cc1	6	4%	-3%	6	7%	-14%	i	-14%	-2%
CCCCCn1c(CN2CCN(c3cccc(Cl)c3)CC2)nc2c1c(=O)n(C)c(=O)n2C	12	13%	33%	7	-25%	31%	i	26%	-2%	Spn PMK inh pilot replicates=0.0;MK inhibit pilot replicates=2.0;Spn DPM-DC inh pilot screen %=2.0
Cn1c(SCC(=O)NCc2cccs2)nnc1-c1ccncc1	0	8%	3%	6	-3%	-9%	i	4%	-9%
CN(C)c1nc(N)nc(CSc2nc3cc(Cl)ccc3o2)n1	8	6%	-7%	6	-3%	3%	i	-2%	4%
CN(c1ccccc1)C(c1ccc(F)cc1)c1nnnn1CC1CCCO1 (stereo not drawn)	14	12%	-2%	7	-3%	-11%	i	-12%	1%	Spn PMK inh pilot replicates=0.0;MK inhibit pilot replicates=0.0;Spn DPM-DC inh pilot screen %=0.0
CCn1c(=O)c(C(=O)CN2CC(C)OC(C)C2)c(N)n(Cc2ccccc2)c1=O (stereo not drawn)	13	-1%	5%	0	15%	-11%	i	-8%	7%
CC1=C(NCCc2ccccc2)CCC1=O	8	-3%	-4%	2	x	-13%	i	-11%	-6%
COc1ccc(NC(=O)C2CCCNC2)cc1OCC(C)C (stereo not drawn)	16	9%	3%	9	18%	5%	i	-1%	-1%
CN1CC2CCCC3(C1)C(=O)NC1(CCCCC1)N=C23 (stereo not drawn)	0	0%	1%	5	11%	-25%	i	-8%	-1%
N#Cc1c2c(c(N3CCN(CCO)CC3)n3c1nc1ccccc13)CCCC2	9	-8%	-11%	0	16%	3%	i	2%	0%
O=C(O)CSc1nnc(-c2ccccc2)o1	18	10%	0%	0	4%	20%	i	0%	0%
CCCCOc1ccccc1C(=O)NCC(=O)O	6	1%	1%	7	4%	-4%	i	2%	-7%
COc1ccc(OC)c(-c2nnc(SCC(=O)NC3CCCCC3)o2)c1	10	14%	5%	4	13%	6%	i	-3%	0%	Spn PMK inh pilot replicates=1.5;MK inhibit pilot replicates=2.0;Spn DPM-DC inh pilot screen %=0.0
O=C(O)c1ccc(S(=O)(=O)Cc2ccccc2)cc1	9	20%	0%	2	x	-3%	i	-25%	1%	Spn PMK inh pilot replicates=4.0;MK inhibit pilot replicates=0.0;Spn DPM-DC inh pilot screen %=2.0
N#Cc1nc(-c2ccc(F)cc2)oc1NCCN1CCOCC1	3	6%	-2%	9	5%	5%	x	2%	3%
Cc1cc(=O)n(-c2ccc3ccccc3n2)[nH]1	6	-1%	-2%	1	8%	13%	i	-1%	2%	Spn PMK inh pilot replicates=2.0;MK inhibit pilot replicates=0.0;Spn DPM-DC inh pilot screen %=2.0
CCCc1cc(N2CCCC(C(=O)Nc3ccc(OC)cc3OC)C2)n2ncnc2n1 (stereo not drawn)	8	-11%	-3%	6	2%	4%	i	8%	-2%
O=C(CSc1ncccn1)NCCc1ccccc1	5	4%	1%	9	-5%	-11%	i	-9%	1%
Cn1c(NCCc2ccccc2)cc(=O)n(C)c1=O	0	10%	-3%	3	x	-6%	i	-5%	-3%
CCC(C)NC(=O)CCC(=O)Nc1ccc2nc(N3CCOCC3)cc(C)c2c1 (stereo not drawn)	8	3%	-12%	0	-2%	-10%	x	-15%	2%
COc1ccc(-c2cc(-c3ccccc3)n3ncnc3n2)cc1	0	8%	-3%	3	8%	0%	x	3%	-12%
Cc1nc2sc(C(c3ccco3)N3CCN(c4ccccc4)CC3)c(O)n2n1 (stereo not drawn)	0	-5%	0%	4	-4%	-10%	i	-8%	-3%
Cc1ccc2[nH]c(-c3ccccc3)cc(=O)c2c1	8	9%	-8%	5	3%	1.1µM*	x	0.91µM*	71%*
O=C1/C(=N/n2cnnc2)c2ccccc2N1Cc1ccccc1	1	18%	-9%	8	-2%	-60%	i	9%	-65%
CCc1ccc2nc(NC(=O)CSCc3c(C)noc3C)sc2c1	5	16%	-12%	0	3%	-9%	i	-14%	4%	Spn PMK inh pilot replicates=0.5;MK inhibit pilot replicates=0.0;Spn DPM-DC inh pilot screen %=0.0
CC1CCN(C(=O)c2scc3c2OCCO3)CC1	13	11%	-4%	7	x	-4%	i	-21%	-6%
CSc1nc(=O)n(-c2ccccc2)c(C)c1C(C)=O	2	11%	-7%	0	x	4%	i	9%	-1%
CCc1ccccc1NC(=O)c1onc(C)c1Cl	12	10%	3%	8	x	-2%	i	-9%	-4%
CCOCCCNC(=O)C(c1ccccc1)N(Cc1ccc2c(c1)OCO2)C(=O)CNC(C)=O (stereo not drawn)	0	3%	1%	13	x	-14%	i	-20%	-5%	Spn PMK inh pilot replicates=2.5;MK inhibit pilot replicates=6.5;Spn DPM-DC inh pilot screen %=1.5
CCN(CC)C(=O)Cn1ncc2c1-c1ccccc1OC2	2	14%	-2%	0	-7%	3%	i	3%	-13%	Spn PMK inh pilot replicates=2.5;MK inhibit pilot replicates=0.0;Spn DPM-DC inh pilot screen %=3.5
CCN1CCN(Cc2c(C)[nH]c3ccc(C(=O)OC)cc3c2=O)CC1	4	9%	0%	8	14%	x	i	x	4%
COc1ccc(C2/C(=C(/O)c3ccc(OC(C)C)cc3)C(=O)C(=O)N2CCCN2CCOCC2)cc1 (stereo not drawn)	0	13%	-5%	3	-9%	-3%	i	4%	-6%	Spn PMK inh pilot replicates=0.0;MK inhibit pilot replicates=0.0;Spn DPM-DC inh pilot screen %=0.0
CC1CCCC(C)N1C(=O)c1cc(-c2ccc(Cl)c(Cl)c2)on1 (stereo not drawn)	16	8%	0%	1	x	1%	i	4%	12%

A stretch from the list above:
SMILES	Spn PMK inh	TNAP inhibition	Bfl-1 inhibitors	MK inhibit	LYP inhibition	KRASV12 cytotoxicity	Spn DPM-DC inh	HPDE-C7 viability	HT1080 viability	others
O=C(O)c1ccc(S(=O)(=O)Cc2ccccc2)cc1	9	20%	0%	2	x	-3%	i	-25%	1%	Spn PMK inh pilot replicates=4.0;MK inhibit pilot replicates=0.0;Spn DPM-DC inh pilot screen %=2.0
N#Cc1nc(-c2ccc(F)cc2)oc1NCCN1CCOCC1	3	6%	-2%	9	5%	5%	x	2%	3%
Cc1cc(=O)n(-c2ccc3ccccc3n2)[nH]1	6	-1%	-2%	1	8%	13%	i	-1%	2%	Spn PMK inh pilot replicates=2.0;MK inhibit pilot replicates=0.0;Spn DPM-DC inh pilot screen %=2.0
CCCc1cc(N2CCCC(C(=O)Nc3ccc(OC)cc3OC)C2)n2ncnc2n1 (stereo not drawn)	8	-11%	-3%	6	2%	4%	i	8%	-2%

(further entries)
SMILES	Spn PMK inh	TNAP inhibition	Bfl-1 inhibitors	MK inhibit	LYP inhibition	KRASV12 cytotoxicity	Spn DPM-DC inh	HPDE-C7 viability	HT1080 viability	others
O=C(NCc1cccs1)[C@@H]1CSC2c3ccccc3C(=O)N21 (stereo partly drawn)	8	5%	0%	8	8%	-12%	i	-2%	-4%
COC(=O)C1=C(C)n2nnnc2NC1c1cc2ccccc2o1 (stereo not drawn)	11	5%	-1%	16	13%	4%	i	2%	x
O=C(c1ccco1)N1CCN(C(=O)c2cc3c(=O)oc4ccccc4c3s2)CC1	21	-4%	8%	0	-1%	-16%	i	-18%	-6%
C=CCn1c(=O)/c(=C/c2ccc(O)cc2)s/c1=C(/C#N)c1nnc2n1CCCCC2	21	36%	-70%	2	1%	3%	i	-7%	-8%	Spn PMK inh pilot replicates=3.0;MK inhibit pilot replicates=0.0;Spn DPM-DC inh pilot screen %=5.5
CCOC(=O)c1sc(N(Cc2ccccc2)C(=O)CSc2nnc(C3CC3)n2N)nc1C	15	2%	-2%	0	16%	-10%	i	19%	-2%
CC1Cc2ccccc2N1C(=O)CSc1nc(-c2ccco2)cc(C(F)(F)F)n1 (stereo not drawn)	12	14%	1%	7	15%	-19%	i	13%	-6%
COc1ccccc1Nc1nc(N)nc(CN2CCc3ccccc3C2)n1	6	x	x	8	17%	x	i	x	-6%
CCOC(=O)c1sc2nc(N3CCOCC3)c3c(c2c1N)CCCC3	7	9%	-6%	6	5%	x	x	x	6%
CC(NC(=O)COc1ccccc1)C(=O)NC1=NCCS1 (stereo not drawn)	13	9%	-3%	8	7%	-6%	i	-21%	4%	Spn PMK inh pilot replicates=0.0;MK inhibit pilot replicates=0.0;Spn DPM-DC inh pilot screen %=0.0
COc1ccccc1-n1c(CNC(=O)c2ccc(S(=O)(=O)N3CCOCC3)cc2)n[nH]c1=S	0	15%	-14%	7	x	-6%	i	-7%	x

Structures above with a cyano group (three):
SMILES	Spn PMK inh	TNAP inhibition	Bfl-1 inhibitors	MK inhibit	LYP inhibition	KRASV12 cytotoxicity	Spn DPM-DC inh	HPDE-C7 viability	HT1080 viability	others
N#Cc1c2c(c(N3CCN(CCO)CC3)n3c1nc1ccccc13)CCCC2	9	-8%	-11%	0	16%	3%	i	2%	0%
N#Cc1nc(-c2ccc(F)cc2)oc1NCCN1CCOCC1	3	6%	-2%	9	5%	5%	x	2%	3%
C=CCn1c(=O)/c(=C/c2ccc(O)cc2)s/c1=C(/C#N)c1nnc2n1CCCCC2	21	36%	-70%	2	1%	3%	i	-7%	-8%	Spn PMK inh pilot replicates=3.0;MK inhibit pilot replicates=0.0;Spn DPM-DC inh pilot screen %=5.5

3 compounds picked at random from those above, as already listed:
SMILES	Spn PMK inh	TNAP inhibition	Bfl-1 inhibitors	MK inhibit	LYP inhibition	KRASV12 cytotoxicity	Spn DPM-DC inh	HPDE-C7 viability	HT1080 viability	others
CC1Cc2ccccc2N1C(=O)CSc1nc(-c2ccco2)cc(C(F)(F)F)n1 (stereo not drawn)	12	14%	1%	7	15%	-19%	i	13%	-6%
COc1ccccc1-n1c(CNC(=O)c2ccc(S(=O)(=O)N3CCOCC3)cc2)n[nH]c1=S	0	15%	-14%	7	x	-6%	i	-7%	x
O=C(c1ccco1)N1CCN(C(=O)c2cc3c(=O)oc4ccccc4c3s2)CC1	21	-4%	8%	0	-1%	-16%	i	-18%	-6%
